# HADH2 inh – inhibitors of human HADH2 dehydrogenase. Potency, µM (top dose mostly 57.1 µM), inactives show top-dose activity change, negative = inhibition, usual class: inhibitors. 73,000 compounds, 3.4% hits. recombinant HADH2, NADH fluorescence, beta-hydroxybutyryl-CoA; also: potency is read from the fitted curve at half-maximal effect; % is scaled to controls: 0 for no effect and ±100 for the full control effect; nearly all actives have a fitted effect of over 60% in size; many of its hits are not listed in these tables
# Target sequence (Q99714 whole entry, looked up, one chain of several): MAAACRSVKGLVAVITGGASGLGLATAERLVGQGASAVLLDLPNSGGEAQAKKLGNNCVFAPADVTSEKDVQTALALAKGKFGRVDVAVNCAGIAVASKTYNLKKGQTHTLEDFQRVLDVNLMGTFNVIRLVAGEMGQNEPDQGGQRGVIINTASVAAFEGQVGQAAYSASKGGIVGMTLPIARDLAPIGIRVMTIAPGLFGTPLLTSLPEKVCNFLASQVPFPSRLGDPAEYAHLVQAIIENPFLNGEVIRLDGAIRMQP
#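 Read-out: 360 nm excitation, 450 nm emission, kinetic over 4 min. Conditions: His-tagged human HADH2 20 nM, pH 9.0 Tris with Tween-20, 1 mM NAD+, 90 uM beta-hydroxybutyryl-CoA.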
# 15-hLO inh – blocks human 15-lipoxygenase activity; 74,000 compounds, 1.4% hits; P16050; AID 887; purified 15hLO-1, xylenol orange hydroperoxide absorbance; Potency, µM (top dose mostly 57.1 µM), without a hit: top-dose activity change, negative = inhibition, actives largely listed as inhibitors; also: potency is read from the fitted curve at half-maximal effect; % is scaled to controls: 0 for no effect and ±100 for the full control effect; nearly all actives have a fitted effect of over 55% in size
# Target sequence (P16050 whole entry, looked up): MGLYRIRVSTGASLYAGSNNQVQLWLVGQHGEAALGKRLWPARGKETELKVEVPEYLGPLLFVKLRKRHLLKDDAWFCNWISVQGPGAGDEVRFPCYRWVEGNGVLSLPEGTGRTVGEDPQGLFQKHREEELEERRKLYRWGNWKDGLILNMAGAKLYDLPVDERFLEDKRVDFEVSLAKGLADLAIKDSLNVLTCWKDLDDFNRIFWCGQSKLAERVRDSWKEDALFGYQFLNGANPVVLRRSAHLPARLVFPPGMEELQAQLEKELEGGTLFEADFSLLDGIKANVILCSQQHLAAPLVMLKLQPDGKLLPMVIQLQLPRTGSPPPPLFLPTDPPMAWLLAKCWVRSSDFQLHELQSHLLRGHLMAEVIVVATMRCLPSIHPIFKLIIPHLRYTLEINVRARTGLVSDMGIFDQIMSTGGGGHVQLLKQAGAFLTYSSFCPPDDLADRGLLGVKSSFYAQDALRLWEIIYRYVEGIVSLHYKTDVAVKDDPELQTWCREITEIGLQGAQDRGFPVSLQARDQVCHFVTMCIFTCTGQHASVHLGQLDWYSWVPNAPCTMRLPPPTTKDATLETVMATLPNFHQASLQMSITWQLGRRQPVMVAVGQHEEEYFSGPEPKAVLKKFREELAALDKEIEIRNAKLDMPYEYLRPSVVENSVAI
#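 Purified human 15hLO-1 (40 nM) in 25 mM Hepes pH 7.5, 0.01% Triton X-100, preincubated 15 min RT with compound, then 50 uM arachidonic acid for 6 min. Hydroperoxide read by ferrous/xylenol orange, 30 min; 573/405 nm absorbance ratio gave progress.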
# HBB splice mod – modulators of hemoglobin beta chain splicing. 65,000 compounds, 0.06% hits. AID 925. HBB splicing reporter cell assay, activation; EGFP reporter with mutant IVS2-654 intron; response scale: normalised to 500 nM splice-correcting PNA. Potency, µM (highest dose often 46.1 µM), without a hit: at the highest dose activation, actives largely listed as activators; also: potency is read from the fitted curve at half-maximal effect; 0% is about no effect
#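 HeLa cells stably expressing EGFP interrupted by mutant beta-globin intron 2 (IVS2-654), 500/well in 2% FCS. Treated with compound for 2 days at 37C. Splicing correction scored as total well GFP intensity (488 nm excitation, 500-520 nm emission); 500 nM antisense PNA served as control.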
# Rhodamine autofl – rhodamine region autofluorescence | Rhodamine-region fluorescence, 547/598 nm, Tris buffer; stronger effect = higher value | 59,000 compounds, 0.05% hits | max dye-equivalent concentration, M; in the data active = max dye-equivalent concentration above about 11 nM; inconclusive = between about 1.1 nM and that limit
#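 Steps: pin-transfer compounds into pH 8.0 Tris (100 mM), hold 15 min at room temperature, image with a 547/598 nm filter pair, and convert intensities to rhodamine-equivalent concentration using a six-point on-plate rhodamine series.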
# 4MU fluor – 4-MU region autofluorescence | AID 589 | compound autofluorescence, 340/450 nm, 4-MU equivalents; stronger effect = higher value | max dye-equivalent concentration, M | 59,000 compounds, 11% hits; in the data active = max dye-equivalent concentration above about 10 nM; inconclusive = mostly about 1.1 nM to 9.6 nM
#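 Compounds in 100 mM Tris, pH 8.0, incubated 15 min at room temperature, then fluorescence read at 340 nm excitation/450 nm emission. Signal converted to 4-MU dye-equivalent concentration using an on-plate six-point 4-MU standard curve.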
# DNA Pol III inh – inhibitors of bacterial DNA polymerase III holoenzyme | reconstituted DNA polymerase III holoenzyme replication, biochemical | Potency, µM (highest dose often 57.1 µM), for the others: at the highest dose activity change, negative = inhibition | 71,000 compounds, 0.25% hits | AID 603; also: potency is read from the fitted curve at half-maximal effect; % is scaled to controls: 0 for no effect and ±100 for the full control effect
#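 Reconstituted *E. coli* holoenzyme (0.35 nM Pol III, 1 nM beta, 154 nM SSB, 2 nM primase) was preincubated with compound for 15 min at RT. Synthesis on 1.4 nM ssM13Gori ran 35 min, then was stopped with PicoGreen/EDTA and read as dsDNA fluorescence.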
# Epigenetic mod – derepresses silenced GFP locus in mouse C127i cells | mouse C127i GFP locus derepression, cytometry, 30 h | Potency, µM (highest dose often 46.1 µM), for the others: at the top dose GFP derepression (activation) | 68,000 compounds, 0.09% hits | AID 597; also: % of control where 0% means no effect
#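 Read-out is the number of GFP-positive cells, scored as fluorescent objects 20 to 120 um wide, reflecting derepression of a silenced CMV-GFP reporter in murine C127i cells after 30 h compound exposure at 37 C.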
# Fluorescein fluor – compound autofluorescence in fluorescein spectral region | 59,000 compounds, 0.91% hits | max fluorescein-equivalent concentration, M | AID 593 | Compound autofluorescence, 480/540 nm, fluorescein-equivalent; stronger effect = higher value; in the data active = max fluorescein-equivalent concentration above about 10 nM; inconclusive = between about 1.1 nM and that limit
#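 Compounds (23 nL) in 100 mM Tris pH 8.0, 15 min at room temperature, then fluorescence read at 480 nm excitation/540 nm emission. Signal converted to fluorescein-equivalent concentration from an on-plate fluorescein standard curve.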
# Ub-GFP proteasome – proteasome inhibitors stabilizing ubiquitin-GFP reporter; 67,000 tested, under 10 active; AID 526; Ubiquitin-GFP reporter cells, proteasome inhibition, GFP fluorescence; response scale: untreated = 0%, 10 µM MG-132 = 100%; Potency, µM (titrated, usually from 45.9 µM), without a hit: at the top dose activation (GFP accumulation), usual class: activators; active = well fitted activation curve with a large enough effect, not every such curve was filed as active; inconclusive = small, poorly fitted or top-dose-only effect, or another doubt; inactive = no such curve, though single readings can be large or run the other way; also: potency is read from the fitted curve at half-maximal effect
#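 Reporter cells (U2OS, ubiquitin-G76V-GFP fusion) are plated overnight, then treated 4 hr at 37 °C with compound titrations from 46 uM down to 2.9 nM. Activity is scaled against untreated cells and 10 uM MG-132.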
# Hsp90 Hop PPI – changes Hsp90-Hop TPR2A binding signal, up or down; AlphaScreen TPR2A-His6 binding biotin-Hsp90 C-terminal peptide; Potency, µM (series often up to 57 µM), for inactives: at the highest dose activity change, negative = inhibition; 71,000 compounds, 0.44% hits; AID 595; active = well fitted curve in either direction with a large enough effect; inconclusive = small, poorly fitted or top-dose-only effect, or another doubt; also: potency is read from the fitted curve at half-maximal effect; % is scaled to controls: 0 for no effect and ±100 for the full control effect; many of its hits are not listed in these tables
# TexasRed autofl – compound fluoresces in the Texas Red spectral region | Compound fluorescence, Texas Red channel, 547/618 nm; stronger effect = higher value | max dye-equivalent concentration, M | 59,000 compounds, 0.06% hits; in the data active = max dye-equivalent concentration above about 10 nM; inconclusive = between about 1.1 nM and that limit
#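 Dye-equivalent concentrations come from scaling compound signal (ex 547, em 618 nm) to six Texas Red standard concentrations run on every plate, after 15 min room-temperature incubation in pH 8.0 Tris (100 mM).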
# * marks the source's active call; other numbers are inactive results; i = inactive; u = inconclusive; x = not tested or not shown; [ ] = another dose, or the depositor's remark. Unless noted, calls follow the shape of the dose curve; as a rule, active = well fitted curve in the direction sought with a large enough effect; inconclusive = small, poorly fitted or top-dose-only effect, or another doubt; inactive = no such curve, though single readings can be large; an effect the other way counts as inactive or inconclusive.
SMILES,HADH2 inh,15-hLO inh,HBB splice mod,Rhodamine autofl,4MU fluor,DNA Pol III inh,Epigenetic mod,Fluorescein fluor,Ub-GFP proteasome,Hsp90 Hop PPI,TexasRed autofl
CC(C)=C[C@H]1[C@@H](COC(=O)c2cc3c(cc2Cl)OCO3)C1(C)C,7%[11.4 µM],-8%[11.4 µM],2.9%[9.22 µM],i,i,-8%[11.4 µM],4%[9.22 µM],i,-8%[9.17 µM],26%[11 µM],i
CCN1CCN(c2c(Cl)cccc2NC(=O)c2ccc(Br)o2)CC1,0%,6%,-0.2%,i,i,-3%,-3%,u,-2%,-6%,i
Cc1nc2ccc(NC(=O)N3CCCCC3)cc2s1,1%,-2%,1.0%,i,u,1%,13%,i,8%,-4%,u
Cc1onc(-c2ccccc2)c1C(=O)Nc1ccc(S(=O)(=O)NC2=NCCCCC2)cc1,4%,8%,-0.6%,i,i,3%,-1%,i,0%,0%,i
COc1cc(NC(=O)CN2C(=O)NC(C)(CC(C)C)C2=O)cc(OC)c1 (stereo unspecified),0%,-6%,-2.1%,i,i,-1%,-2%,u,4%,0%,u
Fc1ccc(C2CC(c3ccc(F)cc3)n3ncnc3N2)cc1 (stereo unspecified),14%,7%,0.4%[57.5 µM],i,i,0%,0%,i,-3%,-3%,i
CCN(CC)CCN1C(=O)C(=O)/C(=C(/O)c2ccc(OC)cc2)C1c1ccco1 (stereo unspecified),x,x,x,i,i,x,4%[20.6 µM],u,x,x,i
Cc1cc(NC(=O)COC(=O)CSCc2ccc(Cl)c(Cl)c2)no1,0%,-14%,-2.5%,i,i,-6%,-2%,u,6%,7%,i
Clc1cccc(Cl)c1Cn1cnc2c(N3CCCCCC3)ncnc21,10%,-5%,1.7%,i,u,-2%,-8%,i,-2%,0%,u
CCS(=O)(=O)n1nc(-c2ccc(Cl)cc2)nc1N,8%,-22%,-0.5%,x,x,-3%,2%,x,-3%,-1%,x
c1cnn(-c2cc(N3CCOCC3)ncn2)c1,6%,15%,4.0%,i,i,-5%,-3%,u,10%,-11%,u
N#CCc1nnc2n1-c1ccccc1CCC2,-1%,1%,0.7%[9.22 µM],x,x,-3%,-2%,x,-8%,-8%,x
O=C(C1CCCN1S(=O)(=O)c1ccc(Cl)c(Cl)c1)N1CCCCC1 (stereo unspecified),5%,9%,-1.3%,i,i,0%,0%,i,0%,4%,i
N=C1CCC[C@@H]1C(=S)SCCC(N)=O,-3%[11.4 µM],-11%[11.4 µM],3.7%[9.22 µM],i,i,7%[11.4 µM],2%[9.22 µM],i,-7%[9.17 µM],-3%[11 µM],i
CCn1c(SCC(=O)N2CCCc3ccccc32)nc2c1c(=O)n(C)c(=O)n2C,1%,6%,x,i,i,-6%,0%,i,-1%,1%,u
CCCCCC(=O)Nc1cccc(-c2nc3ncccc3o2)c1,u,-9%,-1.0%,i,i,-7%,0%,i,-3%,-1%,i
COC(=O)c1cc(Br)c(=O)n(CCc2ccccc2)c1,-5%,3%,-2.0%[0.369 µM],i,i,-4%,-3%,i,3%,-2%,i
O=C(c1cccc(F)c1)N1CCC2(CCN(Cc3ccccc3)CC2)CC1,6%,0%,1.0%,i,i,-4%,0%[9.22 µM],u,-4%,4%,i
CCOC(=O)C(C)On1c(SC(C)C(=O)OCC)nc2ccccc2c1=O (stereo unspecified),-16%,5%,2.2%[1.84 µM],i,i,3%,0%,i,7%,8%,i
CCNC(=O)N1CCNC(=O)C1CC(=O)OC (stereo unspecified),11%,10%,-2.6%,i,i,-4%,-3%,i,-10%,u,i
O=C(O)c1cc(=O)[nH]c(SCc2ccccc2)n1,-7%[11.4 µM],1%[11.4 µM],0.6%[9.22 µM],i,i,-3%[11.4 µM],0%[9.22 µM],i,-4%[9.17 µM],-1%[11 µM],i
CCCCc1ccc(NC(=O)c2c(C)noc2C)cc1,5%,3%,-0.7%,i,i,-4%,3%,i,0%,-3%,i
Cc1noc(C)c1-c1cc(Nc2ccc(F)cc2)ncn1,10%,-3%,2.1%,i,i,-2%,-1%[9.22 µM],i,0%,-5%,i
CCCCC(CC)Cn1c2nc3ccccc3nc2c2c(=N)oc(C)nc21 (stereo unspecified),-18%,-10%,-0.1%[57.5 µM],u,9.6e-08M*,-4%,-2%,u,-2%,0%,u
COc1nc(Nc2ccc(O)cc2)nc(OC(C(F)(F)F)C(F)(F)F)n1,-5%,25µM*,-1.8%,i,i,2%,-3%,i,14%,6%,i
O=C(Nc1ccc(N2CCN(Cc3ccccc3)CC2)cc1)c1ncn[nH]1,-26%,21%,-0.4%,i,i,0%,2%,i,-6%,-11%,u
Cc1ccccc1Cn1cc(S(=O)(=O)CC(=O)N2CCCCC2)c2ccccc21,6%,-10%,-0.2%,i,i,-2%,2%,i,4%,-6%,i
O=C(Nc1ccc(Cl)cc1)N(Cc1cccs1)Cc1cccs1,-4%,-3%,-4.1%,x,x,-6%,0%,x,-6%,26%,x
COCCNC(=O)Cn1nc(C(F)(F)F)cc1C,0%,10%,-3.3%,x,x,4%,5%,x,3%,-1%,x
C=CCn1c(SCC(=O)NC(=O)NCC(C)C)nnc1C1CCCCC1,-4%,5%,3.3%,i,i,-3%,0%,u,-5%,-2%,i
CC(CCO)Nc1nc2c([nH]1)c(=O)n(C)c(=O)n2C (stereo unspecified),-6%,9%,-0.1%,i,i,-4%,3%,i,6%,3%,i
O=c1c2cc3c(cc2[nH]c(=S)n1Cc1ccco1)OCO3,-23%,-11%,2.2%,i,u,-1%,-2%,i,4%,-7%,i
CCOC(=O)c1c(C)oc2cc(Br)c(OC)cc12,7%,-4%,-1.0%,x,x,-8%,3%,x,0%,14%,x
Cc1ccccc1-c1nc(N2CCNCC2)c2ccccc2n1,-2%,3%,-1.9%,i,i,0%,-3%[9.22 µM],u,0%,-1%,i
O=S(=O)(NCc1ccco1)c1cccc2cccnc12,-4%,2%,-0.5%,i,i,-8%,8%,i,-3%,-4%,i
CN(C)Cc1ccccc1-c1nc(N2CCOCC2)c2ccccc2n1,6%,3%,0.2%,i,i,-13%,2%[9.22 µM],i,13%,-5%,i

# Limited to DNA Pol III inh and Fluorescein fluor, for 2 of the compounds above:
canonical_smiles | DNA Pol III inh | Fluorescein fluor
O=C(Nc1ccc(Cl)cc1)N(Cc1cccs1)Cc1cccs1 | -6% | x
COc1nc(Nc2ccc(O)cc2)nc(OC(C(F)(F)F)C(F)(F)F)n1 | 2% | i

# Next part:
SMILES,HADH2 inh,15-hLO inh,HBB splice mod,Rhodamine autofl,4MU fluor,DNA Pol III inh,Epigenetic mod,Fluorescein fluor,Ub-GFP proteasome,Hsp90 Hop PPI,TexasRed autofl
Cn1c(=O)c2nnn(/N=C(\c3ccccc3)C3CC3)c2n(C)c1=O,2%,3%,-1.9%[57.5 µM],i,u,-7%,-3%,i,-6%,-6%,u
O=C(Nc1ccccc1Cl)NC1(C(=O)NCCCN2CCOCC2)CCCCC1,12%,6%,-1.8%,i,i,5%,0%,i,-3%,-1%,u
Cn1c(SCc2c(Cl)cccc2Cl)nnc1-c1cccs1,-5%,-13%,2.5%[0.369 µM],i,i,-8%,0%,u,x,0%,i
CC(=O)N1CCN(c2ccc(OC[C@@H]3CO[C@@](Cn4ccnc4)(c4ccc(Cl)cc4Cl)O3)cc2)CC1,0%[25.6 µM],8%[25.6 µM],-1.0%[20.6 µM],i,u,-8%[25.6 µM],2%[20.6 µM],u,-5%[20.5 µM],-5%[26 µM],u
CC(C)NC(=O)N1CCCC2(CCN(S(=O)(=O)c3ccccc3)CC2)C1,7%,3%,6.4%,i,i,-12%,-2%[9.22 µM],i,-4%,-3%,i
CCN(c1ccccc1)c1cc(C)nc2ncnn12,0%,-5%,0.8%,x,x,-1%,-2%,x,-3%,-4%,x
COc1ccc(CSc2nnnn2C)cc1F,-1%,3%,0.0%,x,x,-2%,0%,x,-12%,-5%,x
CSc1nc(-c2ccccc2)nc(SC)c1C(C)=O,3%,-1%,-0.6%,i,i,-9%,-4%,u,-10%,17%,u
CS(=O)(=O)N1CCCC(c2nc(-c3ccc(S(=O)(=O)NCc4ccccc4)cc3)no2)C1 (stereo unspecified),10%,2%,-0.9%,i,i,-5%,0%,i,8%,-5%,i
O=C(CCn1nc(-c2ccccc2)c2ccccc2c1=O)NCC1CCCO1 (stereo unspecified),4%,8%,-0.5%[1.84 µM],i,i,-1%,6%,i,1%,-3%,i
COc1cccc2c1OC1(C)CC2NC(=O)N1c1cccc(C(=O)Nc2ccc3c(c2)OCCO3)c1 (stereo unspecified),3%,-7%,0.2%,i,i,-4%,2%,u,-4%,-8%,i

# Bioassay records (PubChem BioAssay)

# Some of the compounds tested. The share of hits here may be higher or lower than overall.
